From PubChem BioAssay
aSyn rescue: qHTS of alpha-syn Inhibitors; 0.14% of 370,000 active; Potency, µM (titrated, usually from 46.1 µM), for the others: top-dose growth rescue (activation), actives largely listed as activators; Yeast expressing alpha-synuclein, growth rescue, BacTiter-Glo, 24 h; further: potency means the concentration at half of the fitted maximal effect; % of control where 0% means no effect; nearly all actives have a fitted effect of over 65% in size
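Galactose-induced alpha-syn yeast (OD600=0.02, raffinose-pregrown) + pinned cpd, 24 hr, 30 deg C; growth by BacTiter-Glo luminescence. Growth restoration scores as activation.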
GLP1R cytotox: qHTS of GLP-1 Receptor Inverse Agonists: Cytotox Screen; HEK293 cAMP-luciferase reporter cells, luminescence, 24 h; Potency, µM (doses to about 38.3 µM), without a hit: top-dose activity change, negative = inhibition, most hits filed as inhibitors; 0.13% of 410,000 active; AID 624418, 2012;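 further: loss of luciferase light is scored as toxicity; potency means the concentration at half of the fitted maximal effect; on the % scale 0 is the no-effect control and ±100 the full control effect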
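Seeding density was 200 cells/uL; after overnight-length (12 h) culture, 23 nL compounds went on for 24 h at 37 °C. Readout used a luciferase detection reagent, luminescence taken after 12 min at room temperature.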
MmCpn inh: Inhibitors of TCP-1 ring complex (TRiC) of Methanococcus maripaludis (MmCpn): qHTS; Chaperonin Mm-Cpn (Methanococcus maripaludis); purified Mm-Cpn ATPase, ADP Transcreener TR-FRET; Potency, µM (highest dose often 76.9 µM), without a hit: at the highest dose activity, negative = inhibition, usual class: inhibitors; 0.031% of 330,000 active; further: potency means the concentration at half of the fitted maximal effect; on the % scale 0 is the no-effect control and ±100 the full control effect; nearly all actives have a fitted effect of over 80% in size
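25 nM Mm-CPN + cpd, 10 min 37°C; + 10 uM ATP, 30 min 37°C; buffer 30 mM Tris pH 7.4, 100 mM KCl, 5 mM MgCl2, 1 mM DTT; Transcreener ADP HTRF detection 30 min RT.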
Abeta yeast res: qHTS for compounds that reverse cellular toxicity of Amyloid beta (A-beta) peptide in yeast: Primary Screen | yeast expressing A-beta42, growth rescue, OD600, 48 h; response scale: 0% DMSO, 100% iron-clioquinol control | Potency, µM (doses to about 46.1 µM), without a hit: top-dose growth rescue, usual class: activators | 0.063% of 410,000 active | AID 1347071, 2019; further: potency means the concentration at half of the fitted maximal effect; nearly all actives have a fitted effect of over 55% in size
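Yeast growth medium received pinned compounds, then yeast cells expressing toxic A-beta were added; plates incubated at 30 C for 48 hr. Growth read as absorbance at 600 nm, normalized to DMSO and equimolar FeCl3 plus clioquinol controls.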
Akt phos inh: HTS Assay for Inhibitors of Akt Phophorylation: Primary Screen | Neuro2A IGF-stimulated pAkt S473 HTRF, 20 min; hits give low values | activity change, % for hits at 50 µM | 0.32% of 360,000 active; in the data active means activity change below about -80%; inconclusive means mostly about -51% to -80%; further: on the % scale 0 is the no-effect control and ±100 the full control effect
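Neuro2A cells (4,500/well, DMEM with 0.5% FBS) were treated with compound at a single 50 µM final concentration, stimulated with 6 nM IGF for 20 min at 37 °C, and lysed. Phospho-Akt Ser473 was read by HTRF as 665/615 ratio ×10^4.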
TDP43 rescue: qHTS of TDP-43 Inhibitors; TDP-43 expressing yeast growth rescue, BacTiter-Glo, 24 h; Potency, µM (series often up to 46.1 µM), without a hit: at the highest dose growth rescue (activation), hits mostly activators; 1.8% of 410,000 active; further: potency means the concentration at half of the fitted maximal effect; % of control where 0% means no effect; nearly all actives have a fitted effect of over 50% in size
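Luminescence from BacTiter-Glo reports growth of TDP-43-expressing yeast after 24 hr at 30 deg C with compound. Cells were raffinose-pregrown to mid-log, then seeded in galactose medium at OD600=0.02.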
PTHR1 agonist: qHTS for PTHR1 Agonists: Primary Screen. Parathyroid hormone/parathyroid hormone-related peptide receptor (Homo sapiens), Q03431. HEK293 GP2 PTHR1 cells, GloSensor cAMP luminescence, 1 h. Potency, µM (doses to about 115 µM), for inactives: at the top dose activation, actives largely listed as activators. 0.075% of 410,000 active. AID 743266, 2014; further: potency means the concentration at half of the fitted maximal effect; nearly all actives have a fitted effect of over 55% in size; some results filed as inactive show a strong effect at the top dose; inactives centre near -15; many of its hits are not listed in these tables
Target sequence (Q03431 whole entry, looked up): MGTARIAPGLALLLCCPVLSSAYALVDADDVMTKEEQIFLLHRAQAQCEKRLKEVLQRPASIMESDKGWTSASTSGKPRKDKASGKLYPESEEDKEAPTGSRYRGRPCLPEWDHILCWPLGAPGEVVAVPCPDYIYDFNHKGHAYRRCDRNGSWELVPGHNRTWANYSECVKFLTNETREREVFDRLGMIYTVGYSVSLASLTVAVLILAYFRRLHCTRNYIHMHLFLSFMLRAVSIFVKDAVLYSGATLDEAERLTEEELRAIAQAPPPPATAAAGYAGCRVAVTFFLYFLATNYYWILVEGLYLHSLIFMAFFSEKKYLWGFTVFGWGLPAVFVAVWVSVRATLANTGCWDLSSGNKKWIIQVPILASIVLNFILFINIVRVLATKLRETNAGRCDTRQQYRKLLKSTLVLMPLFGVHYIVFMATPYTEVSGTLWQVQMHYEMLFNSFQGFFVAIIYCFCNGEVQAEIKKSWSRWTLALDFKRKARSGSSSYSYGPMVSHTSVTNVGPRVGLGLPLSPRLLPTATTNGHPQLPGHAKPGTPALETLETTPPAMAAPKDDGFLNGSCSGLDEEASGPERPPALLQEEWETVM
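HEK-293-derived GP2 cells expressing PTHR1 and a GloSensor cAMP reporter, 3,000/well, plated overnight, given luciferin plus IBMX (each 0.5 mM as added) for 1 h at 37 °C, then compound for 1 h at 37 °C. Luminescence was read after 15 min at room temperature.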
GLP1R inv ag: qHTS of GLP-1 Receptor Inverse Agonists (Inhibition Mode) | Potency, µM (top dose mostly 38.3 µM), for inactives: top-dose activity change, negative = inhibition, actives largely listed as inhibitors | HEK293 GLP-1R CRE-luciferase, luminescence, 24 h; GLP-1R form is constitutively active | Glucagon-like peptide 1 receptor (Homo sapiens), P43220 | 1.6% of 410,000 active; further: potency means the concentration at half of the fitted maximal effect; on the % scale 0 is the no-effect control and ±100 the full control effect; nearly all actives have a fitted effect of over 55% in size
Target sequence (P43220 whole entry, looked up): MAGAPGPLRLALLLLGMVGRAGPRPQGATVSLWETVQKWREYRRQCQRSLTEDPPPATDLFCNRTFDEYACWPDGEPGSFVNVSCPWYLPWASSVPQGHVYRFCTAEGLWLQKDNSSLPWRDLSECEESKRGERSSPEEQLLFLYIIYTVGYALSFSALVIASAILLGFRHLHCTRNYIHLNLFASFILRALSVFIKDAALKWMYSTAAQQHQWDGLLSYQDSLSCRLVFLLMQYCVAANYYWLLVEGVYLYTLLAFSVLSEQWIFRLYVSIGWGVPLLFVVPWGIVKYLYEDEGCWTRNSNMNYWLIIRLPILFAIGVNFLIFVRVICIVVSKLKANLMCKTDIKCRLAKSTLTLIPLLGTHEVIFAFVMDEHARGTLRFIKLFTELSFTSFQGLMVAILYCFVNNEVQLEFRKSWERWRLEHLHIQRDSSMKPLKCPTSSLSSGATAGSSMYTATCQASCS
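Inverse agonism was detected as reduced cAMP-driven luciferase luminescence after 24 h compound treatment. The cells were HEK293 clones expressing constitutively active human GLP-1R with the reporter. Reporter-only and GPR119 cell lines served as counterscreen controls.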
FUS suppressor: qHTS for Suppressors of FUS Proteinopathy: Primary screen using FUS-linked yeast assay; 0.24% of 390,000 active; Potency, µM (titrated, usually from 76.6 µM), inactives show at the highest dose growth rescue (activation), most hits filed as activators; AID 1347120, 2019; S. cerevisiae FUS-expressing, growth rescue, OD600, 24 h;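 further: potency means the concentration at half of the fitted maximal effect; plate controls were DMSO vehicle for no effect and reference control for full effect; nearly all actives have a fitted effect of over 55% in size; some results filed as inactive show a strong effect at the top dose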
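FUS-expressing yeast, raffinose-pregrown, induced in 2% galactose minimal medium at OD 0.005; compounds in a dilution series, 24hr at 30C. Growth restoration read as absorbance at 600 nm. CP55940 positive control, DMSO negative.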
The depositor's hits bear a star; i = inactive; ? = inconclusive; . = no result given; & = joins results of further samples; [ ] = remark or other dose. Unless noted, the call rests on the fitted dose curve; in most records, active means well fitted curve in the direction sought with a large enough effect; inconclusive means small, poorly fitted or top-dose-only effect, or another doubt; inactive means no such curve, though single readings can be large; an effect the other way counts as inactive or inconclusive. A portion of the library. The share of hits here may be higher or lower than overall.

SMILES	aSyn rescue	GLP1R cytotox	MmCpn inh	Abeta yeast res	Akt phos inh	TDP43 rescue	PTHR1 agonist	GLP1R inv ag	FUS suppressor
CCCCCC(=O)NNC(=O)Cc1ccc([N+](=O)[O-])cc1	2%	0%	-2%	-6%	i	10%	-55%[inhibitor]	7%	22%
CC1CCCC(NC(=O)CCNC(=O)c2ccc([N+](=O)[O-])cc2)C1C (configuration not stated)	7%	-18%	-2%	4%	i	15%	-19%	-27%	12%
CN(C)c1ccc(NC(=O)CN2CCN(S(=O)(=O)c3cc(Cl)ccc3Cl)CC2)cc1	4%	-20%	-2%	5%	i	9%	i	?	35%
O=C(NNC1CC(=O)N(c2ccccc2)C1=O)c1ccccc1Cl (configuration not stated)	1%	6%	-1%	-2%	i	-9%	i	20%	-5%
O=[N+]([O-])c1cc(-c2nc(-c3ccccc3)no2)ccc1NC1CCCCC1	.	6%	.	-12%	.	3%	-7%	19%	0%
Cc1cccc(OCCN2CSC(=S)N(C)C2)c1	-8%	-17%	-2%	4%	i	22%	-10%	-25%	-15%
COc1ccc(NC(=O)c2cn3c4c(ccc(Cl)c4c2=O)OC(C)C3)cc1OC (configuration not stated)	.	22%	.	-10%	.	14%	?	7%	?
CC(=O)c1ccc([N+](=O)[O-])c(CS(=O)(=O)c2ccc(Cl)cc2)c1	-3%	2%	-1%	3%	i	-4%	i	6%	-27%
COc1cc2c(cc1OC)C(c1ccccc1Br)NC(=O)C2 (configuration not stated)	-3%	1%	-1%	8%	i	1%	-5%	49%[activator]	-3%
N#Cc1nc(-c2ccc(COc3ccccc3)o2)oc1N1CCN(c2ccccc2)CC1	.	6%	.	7%	.	13%	-1%	-8%	-14%
O=C(NCCc1nnc2ccc(N3CCCCCC3)nn12)c1ccccc1	-2%	9%	2%	-7%	i	15%	-4%	6%	.
CNC(=O)c1nn(C)c(=O)[nH]c1=O	1%	-1%	.	5%	i	-15%	-19%	1%	-20%

An excerpt of these results, field by field.
CC1CCCC(NC(=O)CCNC(=O)c2ccc([N+](=O)[O-])cc2)C1C (configuration not stated)
- aSyn rescue = 7%
- GLP1R cytotox = -18%
- MmCpn inh = -2%
- Abeta yeast res = 4%
- Akt phos inh = i
- TDP43 rescue = 15%
- PTHR1 agonist = -19%
- GLP1R inv ag = -27%
- FUS suppressor = 12%
CN(C)c1ccc(NC(=O)CN2CCN(S(=O)(=O)c3cc(Cl)ccc3Cl)CC2)cc1
- aSyn rescue = 4%
- GLP1R cytotox = -20%
- MmCpn inh = -2%
- Abeta yeast res = 5%
- Akt phos inh = i
- TDP43 rescue = 9%
- PTHR1 agonist = i
- GLP1R inv ag = ?
- FUS suppressor = 35%

More entries:
SMILES	aSyn rescue	GLP1R cytotox	MmCpn inh	Abeta yeast res	Akt phos inh	TDP43 rescue	PTHR1 agonist	GLP1R inv ag	FUS suppressor
COc1ccc(C(=O)COC(=O)CNC(=O)c2cccc(OC(F)F)c2)cc1	9%	4%	3%	?	i	22%	-4%	3%	1%
O=C(NCc1ccccc1)C1C(c2ccccc2)=Nc2ccccc2N1C(=O)c1ccncc1 (configuration not stated)	-3%	11%	.	22%	i	3%	-8%	-6%	19%
O=C(N/N=C/c1cc([N+](=O)[O-])ccc1Cl)c1ccc2nc[nH]c2c1	1%	1%	-1%	16%	i	-4%	i	1%	28%
COc1cc(Cl)c(CN2CCCC(CO)(Cc3ccccc3)C2)cc1OC (configuration not stated)	-6%	-5%	1%	3%	i	1%	i	?	11%
COc1ccccc1NC(=O)Nc1ccc2c(c1)nnn2C	4%	8%	0%	-5%	i	-4%	-15%[57.5 µM]	4%	26%
COC(=O)c1ccccc1NC(=O)c1cc2ccccc2o1	-6%	-1%	-1%	-5%	i	24%	i	47%[activator]	-2%
Cc1cccc(NC(=O)CC2SC(=O)N(c3ccccc3)C2=O)c1 (configuration not stated)	-10%	9%	1%	12%	i	26%	-40%[inhibitor]	0%	.
O=C(CSc1c2c(nc3ccc(Cl)cc13)CCCC2)N1CCN(c2ccc(Cl)cc2)CC1	.	-9%	.	-35%	.	18µM*	i	?	?
Cc1ccc(N(CCC#N)C(=O)COC(=O)C2CCN(c3ccc(C(F)(F)F)cn3)CC2)cc1	-1%	5%	-4%	?	i	0%	-1%	?	39%
CCn1c(C)c(C)c2cc(C(=O)NCc3ccc(OC(C)C)cc3)ccc21	.	2%	.	7%	.	-5%	-15%	-19%	42%
CCc1nc(C)cn1S(=O)(=O)c1cc(Cl)c(OC)cc1Cl	-19%	-13%	-1%	6%	.	6%	-4%[57.5 µM]	0%	6%
O=C(Nc1ccccc1C(=O)NCC1CCCO1)c1ccco1 (configuration not stated)	-2%	3%	0%	-3%	?	-7%	-6%[57.5 µM]	0%	2%
COc1ccc(CCN(C)C2CCCN(C(=O)c3sccc3C)C2)cc1OC (configuration not stated)	-1%	16%	1%	10%	i	-9%	i	4%	20%
COc1cc(/C=N/NC2=NS(=O)(=O)c3ccccc32)cc(OC)c1OC	-3%	-6%	2%	-16%	i	-13%	-7%	10%	25%
CCCOc1ccc(-c2csc(N)n2)cc1[N+](=O)[O-]	-35%[inhibitor]	-20%	-1%	-53%[inhibitor]	i	1%	-2%	33%[activator]	.
COc1cccc(CNC(=O)N2CCN(c3ccccc3)CC2)c1	-1%	-28%	2%	8%	i	16%	i	-17%	-2%
Cc1c(C(O)CN2CCC(C(N)=O)CC2)c2ccccc2n1C (configuration not stated)	1%	-7%	0%	-5%	i	1%	-13%[57.5 µM]	2%	5%
COc1ccc(NC(=O)c2cccc(N3CCCS3(=O)=O)c2)cc1OC	.	15%	.	-10%	.	15%	-5%	18%	-2%
CCOC(=O)C1CCN(C(=O)CCc2nc3ccccc3[nH]2)CC1	-17%	14%	-3%	5%	i	6%	-10%	-2%	-29%
CC(=O)Nc1ccc(NC(=O)CSc2cn(CC(=O)N(C(C)C)C(C)C)c3ccccc23)cc1	.	2%	.	-4%	.	32%	-22%	10%	31%
NNC(=S)NC1CC2CC1C1C=CCC21 (configuration not stated)	2%	-22%	-1%	?	i	0%	-16%	?	-8%
CC1(C)CC(=O)C(C=NCCN2CCN(C3CC(=O)N(c4cccc(Br)c4)C3=O)CC2)=C(O)C1 (configuration not stated)	1%	2%[0.307 µM]	1%	-27%	i	29%	i	-28%[0.307 µM]	4%
COc1ccc(CC(=O)c2ccc(O)cc2O)cc1OC	6%	3%	-1%	13%	i	23%	-25%	1%	11%
COc1ccccc1NC(=O)c1cc2n(n1)C(C(F)(F)F)CC(c1ccc3c(c1)OCO3)N2 (configuration not stated)	16%	-9%	-1%	-5%	i	2%	-2%[57.5 µM]	2µM*	44%
CCOC(=O)N1CCN(Cc2nc(N)nc(Nc3ccc(Cl)cc3)n2)CC1	1%	4%	2%	8%	i	10%	-18%	27%	21%
O=C(NC1CCCCC1)c1ccc(CSc2nc3ccncc3n2Cc2ccccc2)cc1	.	-1%	.	-3%	.	3%	-15%	6%	14%
Cc1cccc(Nc2nnc(SCC(=O)Nc3ccccc3[N+](=O)[O-])s2)c1C	3%	-27%	2%	32%	i	13µM*	-5%	-4%	.
COc1ccc(/C=C2/SC(=O)N(CCC(=O)Nc3ccccc3C(=O)O)C2=S)cc1	-4%	8%	0%	5%	i	3%	i	5%	.
CCOC(=O)N1CCN(c2c(NCC3CCCO3)c(=O)c2=O)CC1 (configuration not stated)	-1%	-13%	1%	-11%	i	13%	i	-5%	-3%
Cc1cc2c(cc1S(=O)(=O)N1CCCCC1)OCC(=O)N2	-3%	-24%&-4%	-1%	13%&-10%	i	21%	-7%&-8%	8%&-23%	-15%&-19%
CC(C)CNC(=O)c1ccccc1NC(=O)Nc1ccccc1	1%	7%	1%	14%	-105%*	6%	-3%	-17%	-2%
COc1ccccc1C(=O)NCc1ccc2c(c1)CCN2C(=O)c1ccncc1	.	-2%	.	-9%	.	26%	i	-5%	-16%
COc1ccc(/C=C/C(=O)c2ccc(O)cc2)cc1CN1CCOCC1	-1%	?	3%	1%	i	-17%	-41%[inhibitor]	?	.
O=c1oc2ccccc2cc1-c1csc(NN=C2CCCCC2)n1	3%	-5%	0%	-11%	i	-10%	5%[57.5 µM]	-2%	13µM*
COC(=O)c1c(C)nn(-c2ccccc2)c1N	3%	2%	3%	2%	i	24%	-18%	27%	-27%
O=C(Nc1ccc(F)cc1)C(CCc1ccccc1)N1CCN(C(=O)c2ccco2)CC1 (configuration not stated)	5%	-4%	.	2%	i	9%	-41%[inhibitor]	-6%	15%
COc1ccc(CCNC(=O)C(=O)NCc2ccc(C(C)C)cc2)cc1OC	2%	8%	-2%	13%	i	16%	i	-8%	6%
O=c1cc(CN2CCN(C/C=C/c3ccccc3)CC2)c2cc(O)ccc2o1	-2%	?	0%	-2%	i	-6%	i	?	19%
Cc1ccc(-n2c(=O)[nH]c3cc(C(=O)NCCc4ccccc4)ccc3c2=O)cc1	.	-10%	.	-1%	.	16%	-21%	1%	-14%
Clc1ccc(Nc2ccc(-n3ccnc3)nn2)cc1Cl	-2%	?	0%	-51%[inhibitor]	i	10%	-68%[inhibitor][57.5 µM]	?	16%
